Assay outcomes (PubChem BioAssay)
MmCpn inh: inhibitors of Methanococcus maripaludis chaperonin (MmCpn) | hit rate 0.031% among 330,000 | Potency, µM (highest dose often 76.9 µM), without a hit: top-dose activity, negative = inhibition, most hits filed as inhibitors | AID 504842 | purified Mm-Cpn ATPase, ADP Transcreener TR-FRET; also: potency is read from the fitted curve at half-maximal effect; % is scaled to controls: 0 for no effect and ±100 for the full control effect; nearly all actives have a fitted effect of over 80% in size
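ATPase read-out: TR-FRET ADP immunoassay (anti-ADP Eu cryptate vs ADP-d2), ex 320 nm, em 590/665 nm; signal drops as ADP forms. Enzyme 25 nM, ATP 10 uM, 30 min at 37°C after 10 min compound preincubation.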
EPAC2 agonist: activates human EPAC2 exchange factor; Potency, µM (titrated, usually from 154 µM), for inactives: at the highest dose activation, usual class: activators; Q8WZA2; EPAC2 activation, biochemical qHTS; response scale: 100% = 6.5 mM cAMP response; hit rate 0.079% among 360,000; AID 720711; also: potency is read from the fitted curve at half-maximal effect; nearly all actives have a fitted effect of over 50% in size
Target sequence (Q8WZA2 whole entry, looked up): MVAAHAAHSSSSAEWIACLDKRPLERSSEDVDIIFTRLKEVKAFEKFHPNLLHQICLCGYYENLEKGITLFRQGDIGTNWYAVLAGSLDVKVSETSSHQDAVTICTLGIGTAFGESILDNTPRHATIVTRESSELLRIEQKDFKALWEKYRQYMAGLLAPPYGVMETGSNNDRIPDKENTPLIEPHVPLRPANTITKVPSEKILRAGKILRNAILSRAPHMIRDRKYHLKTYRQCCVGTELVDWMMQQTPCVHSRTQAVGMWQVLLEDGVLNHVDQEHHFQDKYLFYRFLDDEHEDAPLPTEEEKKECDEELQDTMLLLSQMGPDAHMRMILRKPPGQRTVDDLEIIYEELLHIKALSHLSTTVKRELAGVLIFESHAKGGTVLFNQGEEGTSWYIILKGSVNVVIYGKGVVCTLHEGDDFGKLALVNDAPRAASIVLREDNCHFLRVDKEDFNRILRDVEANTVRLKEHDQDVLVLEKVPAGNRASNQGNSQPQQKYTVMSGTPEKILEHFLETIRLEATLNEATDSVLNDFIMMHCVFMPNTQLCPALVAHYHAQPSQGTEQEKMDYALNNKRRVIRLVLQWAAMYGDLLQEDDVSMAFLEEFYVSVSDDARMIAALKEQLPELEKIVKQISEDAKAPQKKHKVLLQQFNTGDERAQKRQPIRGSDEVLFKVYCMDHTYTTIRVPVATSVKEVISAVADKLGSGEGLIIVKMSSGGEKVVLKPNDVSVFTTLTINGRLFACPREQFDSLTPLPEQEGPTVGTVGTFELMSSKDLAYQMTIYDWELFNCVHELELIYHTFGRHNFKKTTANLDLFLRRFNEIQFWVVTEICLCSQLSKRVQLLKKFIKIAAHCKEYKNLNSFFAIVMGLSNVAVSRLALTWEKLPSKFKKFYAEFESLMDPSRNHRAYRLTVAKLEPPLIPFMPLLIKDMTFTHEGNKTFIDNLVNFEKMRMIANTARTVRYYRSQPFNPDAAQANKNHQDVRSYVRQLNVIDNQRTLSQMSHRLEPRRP
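Nucleotide exchange monitored as fluorescence drop when BODIPY-GDP leaves Rap1B. Reaction: 100 nM EPAC2, 250 nM RAP1B-BODIPY-GDP, 50 uM GDP, room temperature, kinetic read over 30 min. Activity expressed relative to 6.5 mM cAMP.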
Nrf2 activator: activates Nrf2 signaling; Potency, µM (top dose mostly 46.1 µM), for the others: at the top dose activation, actives largely listed as activators; AREc32 ARE-luciferase reporter (MCF7-derived line), luminescence, 24 h; hit rate 0.31% among 410,000; also: potency is read from the fitted curve at half-maximal effect; % of control where 0% means no effect; nearly all actives have a fitted effect of over 65% in size
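Luminescent ARE reporter assay in AREc32_Fluc cells: overnight plating at 37 deg C, 24 hr compound incubation, Steady-Glo added, 30 min RT before reading.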
Nrf2 block: Nrf2 pathway inhibition; hit rate 2.1% among 360,000; AID 504444; Potency, µM (highest dose often 46 µM), without a hit: top-dose activity change, negative = inhibition, actives largely listed as inhibitors; A549 ARE-Fluc reporter, luciferase luminescence, 18-24 h; also: potency is read from the fitted curve at half-maximal effect; % is scaled to controls: 0 for no effect and ±100 for the full control effect; nearly all actives have a fitted effect of over 60% in size
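Reporter: ARE-Fluc in A549. Exposure: 18-24 h, 37 °C, 5% CO2, 5% FBS OPTI-MEM. Readouts: fluorescent cytotoxicity (CellTiter-Fluor), then luminescent Nrf2 signal after BugLite.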
TGFb inhibitor: inhibitors of TGF-b signaling. Potency, µM (titrated, usually from 46.1 µM), for the others: at the highest dose activity, negative = inhibition, actives largely listed as inhibitors. HepG2 CAGA-GFP TGF-b/SMAD3 reporter, GFP fluorescence, 18 h; TGF-beta stimulated, 500 pg/mL final. hit rate 1.2% among 410,000. AID 588855; also: potency is read from the fitted curve at half-maximal effect; % is scaled to controls: 0 for no effect and ±100 for the full control effect; nearly all actives have a fitted effect of over 65% in size
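GFP signal (ex488/em500-530) from TGF-beta-stimulated HEPG2 CAGA-GFP cells, 500 pg/mL final, 18 h at 37 degrees C in DMEM plus 1% FBS, normalized to unstimulated and DMSO-stimulated controls.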
EPAC2 antagonist: antagonists of human EPAC2 | Q8WZA2 | EPAC2 GEF exchange of Rap1B-BODIPY-GDP, fluorescence | Potency, µM (top dose mostly 114 µM), inactives show top-dose activity, negative = inhibition, hits mostly inhibitors | hit rate 0.18% among 360,000 | AID 720708; also: potency is read from the fitted curve at half-maximal effect; % is scaled to controls: 0 for no effect and ±100 for the full control effect; nearly all actives have a fitted effect of over 45% in size; many of its hits are not listed in these tables
pAkt inh: inhibitors of Akt phosphorylation. Neuro2A IGF-stimulated pAkt S473 HTRF, 20 min; active compounds read low. activity change, % for hits at 50 µM. hit rate 0.32% among 360,000. AID 651550; in the data active = activity change below about -80%; inconclusive = mostly about -51% to -80%; also: % is scaled to controls: 0 for no effect and ±100 for the full control effect
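Single-point screen (50 µM final compound) in Neuro2A cells stimulated 20 min with 6 nM IGF at 37 deg C. After lysis, Ser473-phosphorylated Akt read by HTRF (ex 330 nm, em 615/665 nm) as the 665/615 ratio.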
A549 tox: kills or reduces viability of A549 cells in Nrf2 counter-screen. AID 504648. A549 ARE-Fluc cells, CellTiter-Fluor viability, 18-24 h. hit rate 0.16% among 390,000. Potency, µM (series often up to 46 µM), for the others: at the top dose activity change, negative = cytotoxicity, usual class: inhibitors; also: potency is read from the fitted curve at half-maximal effect; % is scaled to controls: 0 for no effect and ±100 for the full control effect
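A549 ARE-Fluc cells in 5% FBS OPTI-MEM, 5000 cells/well, rested 2 h then exposed to compounds in concentration-response for 18-24 h at 37 °C. Viability by CellTiter-Fluor fluorescence (Ex 405/Em 525) after 30 min; luciferase luminescence (BugLite, 15 min, RT) read afterwards.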
CCT chaperon mod: changes cytosolic chaperonin activity; activity change, % (no concentration beside the values), hits read low; purified chaperonin ATPase assay, HTRF ADP detection, 30 min; hit rate 0.3% among 360,000; in the data active = activity change below about -30%; also: % is scaled to controls: 0 for no effect and ±100 for the full control effect
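TRiC (40 or 20 nM final, by batch activity) in 30 mM Tris pH 7.4, 100 mM KCl, 5 mM MgCl2, 1 mM DTT was treated with compound at 76 uM single dose, then 10 uM ATP, 30 min at 37 °C. ADP was read by HTRF Transcreener.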
The depositor's hits bear a star; i = inactive; ? = inconclusive; · = not tested or not shown; [ ] = another dose, or the depositor's remark. Unless noted, calls follow the shape of the dose curve; as a rule, active = well fitted curve in the direction sought with a large enough effect; inconclusive = small, poorly fitted or top-dose-only effect, or another doubt; inactive = no such curve, though single readings can be large; an effect the other way counts as inactive or inconclusive. A portion of the library; count on the stated rates, not on these rows.

SMILES | MmCpn inh | EPAC2 agonist | Nrf2 activator | Nrf2 block | TGFb inhibitor | EPAC2 antagonist | pAkt inh | A549 tox | CCT chaperon mod
COc1ccc(-n2ccnc(NCCc3ccc(Cl)cc3)c2=O)cc1OC | · | · | 3.9% | ? | -6% | · | · | -7% | ·
CC(C)(C)NC(=O)C1CC2CCCCC2CN1 (stereo unspecified) | -3% | 4% | -0.4% | 2% | -13% | 3% | i | 1% | -2.2
CCC(=NCc1ccc(F)cc1)c1c(O)n(C)c(=O)n(C)c1=O | -2% | 5% | -0.3% | ? | 7% | 25% | i | -23% | 0.4
Cc1ccsc1C(=O)C1CCCN(Cc2cnn(C)c2)C1 (stereo unspecified) | -2% | 7% | 0.2% | -10% | 23% | 13% | i | 5% | -1.9
Cc1c(Oc2cc(NN3CCCCC3)c([N+](=O)[O-])cc2[N+](=O)[O-])cccc1[N+](=O)[O-] | 3% | -2% | 0.1% | 7% | 23% | 14% | i | -5% | 0.4
COc1ccc(OC)c(N2C(=O)NC(=O)C(CCc3ccncc3)(CCc3ccncc3)C2=O)c1 | -4% | 1% | 0.1% | -12% | 0% | 11% | i | 17% | -3.7
CN(C)CCNC(=O)c1cccn(Cc2cc(C(F)(F)F)cc(C(F)(F)F)c2)c1=O | 1% | 3% | 1.3% | 12% | 0% | 7% | i | ? | -2.6
O=C(O)CCCOc1ccc(Cl)cc1Cl | · | 5% | 0.4% | 6% | 0% | -9% | i | -1% | -0.4
COc1ccccc1N1C(=O)CC(=O)NC1=O | -2% | 15% | -0.6% | -10% | 19% | 7% | i | 0% | -3.5
N/C(=N/[N+](=O)[O-])N1CCN(C(=O)c2ccc(Cl)cc2)CC1 | 1% | 1% | -0.3% | 29% | -2% | 2% | i | -1% | 0.6
COc1cc2c(cc1OC)C(C(=O)NC(C)C)C1CCCCN1C2=O (stereo unspecified) | 1% | -7% | 0.2% | -16% | -9% | 11% | i | -7% | -1.6
Nc1c(C(=O)NCC2CCCO2)c2nc3ccccc3nc2n1Cc1ccco1 (stereo unspecified) | -5% | 19% | 0.4% | -23% | -14% | -5% | i | -8% | 0.6
CC(C)CNc1c2c(nc3ccccc13)CCC2 | 1% | 17% | -1.4% | -16% | -21% | 16% | i | -1% | -1.6
Cc1ccc(C(=O)C2C(c3ccc(-c4ccccc4[N+](=O)[O-])o3)NC(=O)NC2(O)C(F)(F)F)cc1 (stereo unspecified) | · | 0% | 7.3% | -2% | 0% | -8% | i | -18% | -2.6
O=C(O)C1CC2(Cl)C(Cl)=C(Cl)C1(Cl)C2(Cl)Cl (stereo unspecified) | · | 11% | -0.6% | -3% | -1% | 0% | i | -12% | -2.1

Quoted at random: 3 compounds from above
SMILES | MmCpn inh | EPAC2 agonist | Nrf2 activator | Nrf2 block | TGFb inhibitor | EPAC2 antagonist | pAkt inh | A549 tox | CCT chaperon mod
Nc1c(C(=O)NCC2CCCO2)c2nc3ccccc3nc2n1Cc1ccco1 (stereo unspecified) | -5% | 19% | 0.4% | -23% | -14% | -5% | i | -8% | 0.6
CCC(=NCc1ccc(F)cc1)c1c(O)n(C)c(=O)n(C)c1=O | -2% | 5% | -0.3% | ? | 7% | 25% | i | -23% | 0.4
Cc1ccsc1C(=O)C1CCCN(Cc2cnn(C)c2)C1 (stereo unspecified) | -2% | 7% | 0.2% | -10% | 23% | 13% | i | 5% | -1.9

(cont.)
SMILES | MmCpn inh | EPAC2 agonist | Nrf2 activator | Nrf2 block | TGFb inhibitor | EPAC2 antagonist | pAkt inh | A549 tox | CCT chaperon mod
Cc1cc(OC(=O)c2cccs2)c2c3c(c(=O)oc2c1)CCCC3 | 1% | 16% | -0.6% | 9% | -2% | ? | i | 0% | -2.6
C[C@]12CCC3C(CC[C@H]4C[C@@H](O)CC[C@]34C)C1C[C@@H](O)[C@@H]2O (stereo partly specified) | · | 9% | 0.2% | -10% | -5% | 11% | i | 0% | -2.5
Cc1ccnc(NS(=O)(=O)c2ccc(N=Cc3c(O)n(C)c(=O)n(C)c3=O)cc2)n1 | -15% | 12% | 3.2% | -13% | -27% | 3% | i | -5% | -4.9
O=C(O)CCn1cc(C=C2C(=O)NC(=O)NC2=O)c(-c2ccc(Br)cc2)n1 | 1% | 1% | 4.1% | 1% | 17% | 13% | i | 0% | -0.5
CC(=O)OC1(C)CC(C)C(=O)C(C(O)CC2CC(=O)NC(=O)C2)C1 (stereo unspecified) | · | 6% | -5.6% | 0.058µM* | -92% | 0% | i | ? | -0.1
CCCCNC(=O)Nc1ccc(C(O)(C(=O)OC)C(F)(F)F)cc1 (stereo unspecified) | 1% | 3% | -0.5% | ? | 5% | -7% | i | -10%[1.84 µM] | -1.1
CN1C2C=C(N(C(=O)c3ccc(Cl)cc3)c3ccccc3)CC1CC2 (stereo unspecified) | -1% | 11% | 2.2% | · | 4% | -9% | i | 7% | -2.2
CCSc1cc(C2C(C#N)=C(N)Oc3n[nH]c(C)c32)c(C)o1 (stereo unspecified) | 0% | 0% | 8.0% | ? | ? | 4% | i | -7% | -2.8
CC(=O)[C@H]1CCC2C3CC[C@H]4C[C@@H](O)CC[C@]4(C)C3CC[C@@]21C (stereo partly specified) | 1% | -1% | -0.1% | 11% | -3% | 8% | i | 11% | 2.4
CN1Cc2c(c(C#N)c(N)n(C)c2=S)CC1(C)C | 1% | ? | 0.5% | -12% | -6% | 25% | i | -5% | 0.6
O=P(O)(O)Cc1ccccc1OP(=O)(c1ccccc1)c1ccccc1 | -5% | 10% | 0.1% | 12% | -11% | -26% | i | 1% | 1.6
Cc1nn(C(C)(C)C)c(C)c1/C=N/OC(=O)Nc1ccc(Cl)c(Cl)c1 | -1% | 3% | -2.3% | 1.8µM* | 18µM* | 1% | i | 7% | -4.9
Cc1nnc2n1-c1ccc(Br)cc1C(c1ccccc1Cl)=NC2 | 0% | 11% | 5.8% | -11% | -7% | -2% | i | 1% | -0.9
Cc1cc(-c2nc3ccccc3s2)ccc1NC(=O)c1cc(Cl)ccc1Cl | · | · | 3.9% | ? | 0% | · | · | -5% | ·
CCNc1nc(Cl)nc(NC(C)C)n1 | 4% | 2% | -0.1% | -11% | 6% | 10% | i | -7% | -2.5
COc1ccc(CN2CCCCC2c2cccnc2)cc1C (stereo unspecified) | 0% | 3% | -0.2% | -9% | -14% | -4% | i | -1% | 0.9
COc1ccc(NC(=O)CCn2cnc3onc(-c4ccc(F)cc4)c3c2=O)cc1OC | · | · | 2.6% | 23µM* | ? | · | · | -14% | ·
CC1=C/C(=N\NC(=S)NCCc2ccccc2)CC(C)(C)C1 | -3% | 4% | 5.4% | ? | -19% | -4% | i | 4% | -2.5
CCOP(=O)(OCC)C(NC(=O)c1ccccc1Cl)=C(Cl)Cl | 2% | -9% | 4.1% | ? | 9% | 4% | i | 0% | 0.9
CCC(=O)N1CCN(CCN=Cc2c(O)n(C)c(=O)n(C)c2=O)CC1 | 0% | -1% | -0.6% | -2% | 28% | -4% | i | -2% | -1.7
BrCC(Br)C1CCC(Br)C(Br)C1 (stereo unspecified) | 1% | 8% | -0.5% | 28% | 11% | ? | i | 5% | -0.7
COC(=O)C1=C(c2ccc(OC)c(OC)c2)C[C@@H]2CC[C@H]1N2C(=O)NCC1CC1 | 3% | 4% | 0.8% | 0% | 0% | -10% | i | 3% | -3.0
CN1CC[C@]23c4c5ccc(O)c4OC2C(O)C=CC3[C@H]1C5 (stereo partly specified) | -1% | 7% | 0.6% | 4% | 9% | 9% | · | 3% | -1.7
CCCCCn1c(=O)c(C(=O)NCc2ccc(Cl)cc2)c(O)c2ccccc21 | -7% | 12% | 0.1% | ? | -16% | -3% | i | -2% | -0.6
Cc1c(C(=O)N2CCC3(CC2)OCCO3)sc2ncnc(N(C)c3ccccc3)c12 | -8% | 12% | -0.1% | -19% | 16% | -1% | i | -4% | -1.6
COC(=O)C1=C(c2ccc(S(C)(=O)=O)cc2)C[C@@H]2CC[C@H]1N2C(=O)NCc1ccc(F)cc1 | · | 0% | -0.8% | 2% | -1% | 10% | i | -2% | -1.4
CC(C)C(=O)c1cn(Cc2ccc(C#N)cc2)c2ccccc12 | -2% | 7% | 4.2% | -9% | -14% | -22% | i | 7% | 0.8
CC(C)CC(N)c1csc(NC(=O)Nc2ccccc2-c2ccccc2)n1 (stereo unspecified) | · | -1% | -3.9% | · | ? | 14% | i | · | -0.2
Cc1ccc2c(c1)N(C(=O)CCC(=O)N1CCC3(CC1)OCCO3)CC(C)O2 (stereo unspecified) | -3% | 13% | 0.2% | -15% | 3% | 5% | i | -6% | -1.3
COc1cccc(C(c2nnnn2Cc2ccccc2)N2CCC(n3c(=O)[nH]c4ccccc43)CC2)c1OC (stereo unspecified) | · | 10% | 0.1% | · | ? | ? | i | · | 0.1
COc1ccc(OC)c(/C=N/OC(=O)Nc2ccc(Cl)cc2)c1 | 2% | 18% | 19% | 10% | -6% | 6% | i | 4% | -4.2
CN(C)P1(=O)N(C)CCN1C | · | -2% | -0.5% | · | 17% | -4% | i | · | 0.1
CCC1(Cc2ccccc2)C(=O)NC(=S)N(C)C1=O (stereo unspecified) | · | -4% | -0.3% | 11% | 3% | 8% | i | -1% | 1.5
COC(=O)C1=C(c2ccc(S(C)(=O)=O)cc2)C[C@@H]2CC[C@H]1N2C(=O)N1CCC(C)CC1 | · | 5% | -0.1% | 2% | ? | -10% | i | -7% | -0.1
